Screens from PubChem BioAssay.
HttQ103 aggreg: reduces HttQ103-GFP aggregates in PC12 cells; Potency, µM (series often up to 46.1 µM), for the others: top-dose activity change, negative = inhibition, actives largely listed as inhibitors; AID 1688; 220,000 compounds, 1.1% hits; PC12 HttQ103-GFP aggregates, Acumen cytometry, 40 h; further: potency means the concentration at half of the fitted maximal effect; on the % scale 0 is the no-effect control and ±100 the full control effect; nearly all actives have a fitted effect of over 60% in size
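Aggregate formation scored by laser-scanning cytometer (488 excitation, 500–530 emission) in lysed PC12 cells expressing Q103-GFP after 100 nM tebufenozide induction; library tested in dose series, with ATPLite reagent added in the multiplex.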
aGlu spleen mod: inhibits or activates alpha-glucosidase in human spleen homogenate; P10253; human spleen homogenate, 4-MU-alpha-glucoside fluorescence; Potency, µM (titrated, usually from 79.9 µM), for the others: top-dose activity change, negative = inhibition, actives largely listed as inhibitors; 240,000 compounds, 0.006% hits;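 further: potency means the concentration at half of the fitted maximal effect; 0% = enzyme with vehicle and -100% = no enzyme basal signal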
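Enzyme source: human spleen homogenate, 1 ug/well. Buffer 50 mM citric acid/K phosphate pH 5.0, 0.01% Tween-20. 4-MU-alpha-glucoside 1 mM; 37 C x 40 min; NaOH/glycine stop; fluorescence.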
GAA inh: blocks human lysosomal alpha-glucosidase | Potency, µM (titrated, usually from 76.9 µM), for inactives: at the highest dose activity change, negative = inhibition, most hits filed as inhibitors | purified human GAA, 4-MU-alpha-glucoside fluorescence | 200,000 compounds, 0.005% hits | AID 1466 | P10253;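 further: potency means the concentration at half of the fitted maximal effect; plate controls were uninhibited enzyme wells for no effect and no-enzyme background for full effect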
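Endpoint fluorogenic read: 20 min room-temperature reaction of 4 nM human alpha-glucosidase with 400 uM 4-methylumbelliferyl-alpha-D-pyranoside, pH 5.0, quenched with 1M NaOH/1M glycine pH 10. AC50 from Hill modeling.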
GAA glycogen: alters human alpha-glucosidase cleavage of glycogen | AID 2100 | Potency, µM (series often up to 76.4 µM), for the others: at the top dose activity change, negative = inhibition, usual class: inhibitors | recombinant GAA, glycogen substrate, Amplex Red glucose oxidase fluorescence | P10253 | 300,000 compounds, 0.38% hits;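 further: potency means the concentration at half of the fitted maximal effect; 0% = full enzyme reaction and -100% = no-enzyme basal signal; the screen sought inhibitors and activators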
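Recombinant human alpha-glucosidase (4 nM final) hydrolysed bovine liver glycogen (30 ug) for 40 min at 37 C in pH 5.0 citrate/phosphate with 0.01% Tween-20. Released glucose detected by glucose oxidase/Amplex Red, Ex 573/Em 610 nm. Compounds up to 77 uM; AC50 from Hill fits.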
CBFb-RUNX1 inh: CBF-beta/RUNX1 interaction disruption | Q01196+Q13951 | AlphaScreen CBFb-His/RUNX1-biotin binding, biochemical | Potency, µM (series often up to 59.8 µM), for inactives: top-dose activity, negative = inhibition, hits mostly inhibitors | 230,000 tested, under 10 active | AID 1477; further: % of control where 0% means no effect
Target sequence (Q01196 whole entry, looked up): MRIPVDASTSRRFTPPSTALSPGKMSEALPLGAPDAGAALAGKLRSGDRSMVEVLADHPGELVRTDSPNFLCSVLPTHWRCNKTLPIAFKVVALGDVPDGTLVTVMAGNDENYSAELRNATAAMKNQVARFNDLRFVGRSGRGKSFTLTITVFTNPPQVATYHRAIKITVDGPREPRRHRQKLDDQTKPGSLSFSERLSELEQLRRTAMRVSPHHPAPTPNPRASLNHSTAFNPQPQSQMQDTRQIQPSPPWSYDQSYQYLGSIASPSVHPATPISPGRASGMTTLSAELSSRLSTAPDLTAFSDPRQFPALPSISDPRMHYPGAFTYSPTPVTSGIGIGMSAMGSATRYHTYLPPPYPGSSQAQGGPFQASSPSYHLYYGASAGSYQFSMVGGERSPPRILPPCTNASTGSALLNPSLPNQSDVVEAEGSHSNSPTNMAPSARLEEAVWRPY
Target sequence (Q13951 whole entry, looked up): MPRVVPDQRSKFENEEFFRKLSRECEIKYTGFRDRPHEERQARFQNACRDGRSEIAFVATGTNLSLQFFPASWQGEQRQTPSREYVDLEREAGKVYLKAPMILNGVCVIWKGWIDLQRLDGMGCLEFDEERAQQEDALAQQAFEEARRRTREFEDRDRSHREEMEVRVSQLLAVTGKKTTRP
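Proteins preincubated together for 20 min at RT before compound addition; 15 min later, nickel and streptavidin beads were added and left 90 min prior to AlphaScreen measurement.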
HTT cytoprotect: cytoprotection in Huntington HTT-Q103 PC12 cell model | PC12 HTT-Q103 induced, cytoprotection, ATP luminescence, 40 h | Potency, µM (top dose mostly 56.4 µM), for the others: cytoprotection (ATP increase), usual class: activators | 230,000 compounds, 0.14% hits | AID 1471;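 further: potency means the concentration at half of the fitted maximal effect; % of control where 0% means no effect; nearly all actives have a fitted effect of over 45% in size; toxic huntingtin expression switched on by the ecdysone agonist tebufenozide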
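PC12 cells with ecdysone-inducible HTT exon 1 Q103-GFP, induced with 100 nM tebufenozide and co-treated with library compounds in a dose series (1536-well, 1500 cells/well). Cytoprotection read as ATP content by ATPlite luminescence.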
LMNA splice mod: modulators of lamin A splicing; HeLa LMNA splicing GFP/RFP minigene ratio, 48 h; Potency, µM (highest dose often 46.1 µM), for the others: at the highest dose ratio change, negative = inhibition, hits mostly inhibitors; 200,000 compounds, 0.01% hits; active means well fitted inhibition curve with a large enough effect in the signal ratio, with a control signal flat, not every such curve was filed as active; inconclusive means small, poorly fitted or top-dose-only effect, or effect the other way, or a change in a side signal; the % refers to the signal ratio; further: potency means the concentration at half of the fitted maximal effect; on the % scale 0 is the no-effect control and ±100 the full control effect
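S3 HeLa stable clones carrying a lamin A-EGFP splicing minigene plus DsRed2 were seeded at 600 cells/well in Opti-MEM with 2% FBS, pin-dosed and incubated 48 h at 37°C. Acumen cytometry (488 nm) gave the GFP/RFP total-intensity ratio.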
The depositor's hits bear a star; ? = inconclusive; . = not tested or not shown; & = joins results of further samples; [ ] = dose if it differs, or a comment. Unless noted, the call rests on the fitted dose curve; in most records, active means well fitted curve in the direction sought with a large enough effect; inconclusive means small, poorly fitted or top-dose-only effect, or another doubt; inactive means no such curve, though single readings can be large; an effect the other way counts as inactive or inconclusive.

item	SMILES	HttQ103 aggreg	aGlu spleen mod	GAA inh	GAA glycogen	CBFb-RUNX1 inh	HTT cytoprotect	LMNA splice mod
1	COCCNc1ccc(S(=O)(=O)N2CCCC2)cc1[N+](=O)[O-]	-11%	-7%	0%	-3%	7%	-31%[inhibitor]	?
2	CC(=O)Nc1ccc(C(=O)OC2CCOC2=O)cc1 (stereo not drawn)	-15%[9.22 µM]	2%	-5%	6%	8%	6%	1%
3	CC1(c2nnc(-c3ccccc3)o2)CC(c2cccnc2)=NO1 (stereo not drawn)	-13%[9.22 µM]	-8%	.	2%	8%	-5%[10 µM]	.
4	COC(=O)CSc1c(-c2ccccc2)c2cc(Cl)ccc2[nH]c1=O	-7%	-2%	-3%	4%	-2%	-4%	1%
5	CCc1cc2cc(C)cc(C)c2[nH]c1=S	11%	-1%	2%	7%	0%	-13%	.
6	COc1ncc2nc(-c3ccccc3)c(=O)n(-c3ccccc3)c2n1	.	6%	.	.	.	-34%[inhibitor]	-3%
7	CCN(CC)S(=O)(=O)c1ccc(C(=O)NCc2nnc(SCC(=O)OC)n2C)cc1	8%	-1%	-2%	-7%	7%	12%	?
8	CC(=O)Nc1ccc(OC/C=C(\C)Cl)cc1	-16%	-12%	-7%	-5%	-1%	-19%	7%
9	CCn1c(C)nc2cc(C(=O)N/N=C/c3ccccc3)ccc21	-1%	-7%	-4%	3%	7%	-75%[inhibitor]	-25%[46 µM]
10	Cc1nc(NCCN2CCOCC2)c2nnn(Cc3c(F)cccc3Cl)c2n1	-7%	-8%	-11%	13%	9%	5%	?
11	Cc1ccc(S(=O)(=O)NC(=O)NN2CC3CCCC3C2)cc1 (stereo not drawn)	.	-4%&15%	.	-22%	5%	1%	-7%
12	COc1ccc(-c2nsc(SCC(=O)Nc3ccc4c(c3)OCO4)n2)cc1	5%	0%	5%	6%	-14%	11%[10 µM]	-8%
13	Cc1ccc2nc(-c3ccc(NC(=O)CN(c4ccccc4C)S(C)(=O)=O)cc3)sc2c1	9%	5%	?	5%	11%	9%[10 µM]	-12%
14	O=C1CC(N2CCN(c3ccc(F)cc3)CC2)C(=O)N1Cc1ccc(N2CCCC2=O)cc1 (stereo not drawn)	-28%	-3%	-1%	1%	1%	-1%	?
15	COCCNC(=O)C1CC(c2cccc(F)c2)=NO1 (stereo not drawn)	1%[9.22 µM]	4%	.	4%	0%	1%[10 µM]	.
16	CCOC(=O)C1=C(C)n2c(s/c(=C3\C(=O)Nc4ccccc43)c2=O)=NC1c1ccc(OC)cc1 (stereo not drawn)	8%	-8%	-1%	-14%	-26%	-16%[10 µM]	1%
17	CN(C)c1oc(-c2ccccc2[N+](=O)[O-])nc1C#N	14%[9.22 µM]	-2%	-5%	2%	-1%	17%[10 µM]	.
18	CN1C(=O)C(CC(=O)N2CCN(C(c3ccccc3)c3ccccc3)CC2)N(C)C1=O (stereo not drawn)	8%	-4%	0%	5%	2%	16%[0.074 µM]	14%
19	Cc1cc(C(=O)NN)n[nH]1	-8%[9.22 µM]	2%	.	-13%	5%	-4%[10 µM]	.
20	COC1CC(C)NC(=S)N1 (stereo not drawn)	14%[9.22 µM]	-5%	.	0%	8%	11%[10 µM]	.
21	Cc1cc(Nc2ccc(F)cc2F)n2nc(C)nc2n1	2%	1%	?	5%	3%	14%[10 µM]	-2%
22	COc1cccc(Nc2nc(C)cc(C)c2C#N)c1	-3%	-3%	-1%	-1%	0%	13%[10 µM]	-18%
23	C=CCOc1ccc(/C=N/Nc2ccccn2)cc1OC	-10%	.	-14%	?	6%	-74%[inhibitor]	.
24	Cc1nc2sc(C(c3ccc(C(C)C)cc3)N3CCN(CCO)CC3)c(O)n2n1 (stereo not drawn)	?	-3%	-3%	1%	3%	10%	2%
25	CCOC(=O)N1CCN(Cc2nc(-c3cccc(Cl)c3)no2)CC1	15%[9.22 µM]	4%	.	-4%	6%	-3%[10 µM]	.
26	COc1ccc(/C=C/C(=O)N(C)C2CCCCC2)cc1Br	6%[9.22 µM]	-3%	-4%	9%	-6%	-34%[inhibitor]	7%[46 µM]
27	Cn1cc(CNC(=O)c2cc(-c3ccc(Br)cc3)nc3ccccc23)cn1	0%	0%	2%	-8%	3%	-41%	.
28	Cc1ccc(C2=N/C(=C\c3ccc(OS(=O)(=O)c4ccc(C)cc4)cc3)C(=O)O2)cc1	7%	1%	6%	-3%	-2%	14%[10 µM]	-2%
29	COc1cccc(/C=C/C(=O)OCC(=O)Nc2ccc(S(=O)(=O)N3CCCC3)cc2)c1	-5%	11%	10%	?	3%	5%[10 µM]	?
30	Cc1ccc(-n2cc(CNC(C)Cn3cncn3)c(-c3ccc(F)cc3)n2)cc1 (stereo not drawn)	.	-1%	2%	-20%	0%	.	.
31	CCOCCn1c(SCc2ccccc2)nc2c1c(=O)[nH]c(=O)n2C	3%[9.22 µM]	-1%	.	13%	12%	-3%[10 µM]	.
32	COc1ccc(/C=N\NC(=O)CC(=O)Nc2cccc(Cl)c2)cc1OC	-3%	1%	-1%	4%	-4%	-15%	18%[46 µM]
33	CC(C)(CO)CNC(=O)CCc1nnc(C2(c3ccc(Cl)cc3)CCC2)o1	-16%[9.22 µM]	-7%	5%	1%	1%	11%[10 µM]	8%[46 µM]
34	COC(=O)Nc1ccc(OCC(=O)N2CCOCC2)cc1	3%	10%	3%	2%	14%	-19%[10 µM]	-9%
35	Cc1ccc(-n2nc(C)c(C3(O)C(=O)N(C)c4ccccc43)c2N)cc1 (stereo not drawn)	?	-5%	5%	12%	1%	0%[10 µM]	-2%
36	Cc1ccccc1OCCSc1nc2ncnc(N)c2[nH]1	-8%[9.22 µM]	-3%	9%	3%	5%	13%[10 µM]	19%[46 µM]
37	Cc1ccccc1N=C1NC(=O)/C(=C/c2cccn2-c2cccc(C(=O)O)c2)S1	-9%[9.22 µM]	0%	2%	0%	?	-23%	6%[1.84 µM]
38	O=C(OCn1nnc2ccccc2c1=O)c1ccc2ncsc2c1	-1%	-6%	?	4%	3%	-45%[inhibitor]	?
39	CCOC(=O)N1CCC(NC(=O)c2cc3sccc3n2CC)CC1	7%	1%	-5%	0%	6%	1%	?
40	O=C(NC(CO)c1ccccc1)c1ccco1 (stereo not drawn)	25%	-4%	2%	-10%	0%	-34%[10 µM]	8%
41	O=C(CCN1C(=O)c2ccccc2S1(=O)=O)NCc1ccco1	-8%	1%	-3%	4%	1%	0%	11%
42	CC(=O)NN1C(=O)c2ccccc2NC1c1ccc([N+](=O)[O-])o1 (stereo not drawn)	?	2%	3%	-7%	-3%	-46%[inhibitor]	.
43	CCOC(=O)CCN1C(=O)[C@H]2[C@H]3[C@H](O)[C@H](O)C/C(=N/OCc4ccccc4)[C@H]3CC[C@@H]2C1=O	.	-4%[17.4 µM]	.	.	-2%[13.1 µM]	?	.
44	O=c1[nH]c2ccc(NC(=S)Nc3ccc(Cl)cc3)cc2[nH]1	-11%	-12%	-7%	0%	-1%	6%	13%
45	O=C(CSc1nnc(C2CC2)n1Cc1ccccc1)N1CCN(S(=O)(=O)c2ccccc2)CC1	-6%	-15%	?	-18%	5%	11%[10 µM]	?
46	CCN(CC)c1ccc(C2C(C(=O)OCCOC(C)C)=C(C)NC3=C2C(=O)CCC3)cc1 (stereo not drawn)	-9%	-7%	-10%	-6%	-3%	11%	8%
47	COc1ccc(C2C(C(C)=O)=C(C)N=c3s/c(=C/c4ccc5c(c4)OCO5)c(=O)n32)cc1 (stereo not drawn)	14%	-2%	-1%	5%	-17%	-18%[10 µM]	5%
48	O=C(CCC(=O)c1cccs1)Nc1nnc(C2CC2)s1	0%	-7%	-4%	-1%	1%	0%	-3%
49	O=C(N1CCN(c2ccccn2)CC1)C(Cl)(Cl)Cl	-4%	-3%	8%	-13%	15%	8%[10 µM]	?
50	COc1cc2[nH]c(=O)n(CCC(=O)N3CCC(N4CCCCC4)CC3)c(=O)c2cc1OC	19%	2%	3%	5%	1%	-3%	11%
51	COc1ccccc1CNC(=O)COC(=O)c1n[nH]c2ccccc12	-17%	2%	-3%	-3%	3%	-11%	-1%
52	COc1ccc(-c2oc(NC(=O)CSc3ncn[nH]3)c(C#N)c2-c2ccc(OC)cc2)cc1	-18%	2%	-34%	-20%	-16%	-34%	?
53	CCOC(=O)CNc1ncc([N+](=O)[O-])cc1C#N	3%	-6%	-5%	-3%	4%	3%[10 µM]	-3%
54	COc1ccc(-n2cnnc2SCC(=O)N2CCN(S(=O)(=O)c3ccccc3)CC2)cc1	30%	?	?	-22%	15%	24%	6%
55	Nc1ccc(C(=O)Oc2ccc([N+](=O)[O-])cc2)cc1	-12%[9.22 µM]	3%	-6%	8%	-5%	-15%[10 µM]	-13%[46 µM]
56	CC(C(=O)Nc1ccccc1C(=O)O)n1c(C(F)(F)F)nc2ccccc21 (stereo not drawn)	-2%	10%	8%	24%	-2%	.	?
57	O=[N+]([O-])c1ccc(Oc2ccc(-c3cnc4ccccc4n3)cc2[N+](=O)[O-])cc1	20%	4%	0%	10%	-3%	-11%[10 µM]	?
58	COc1ccc2nc(C(F)(F)Cl)c(C#N)c(N)c2c1	-23%[9.22 µM]	-5%	2%[15.4 µM]	1%	3%	12%[10 µM]	.
59	Cc1cccc(-n2nc(C)c3c2NC2=C(C(=O)CCC2)C3c2ccccn2)c1 (stereo not drawn)	-17%	1%	5%	-20%	2%	7%	?
